Screening data (PubChem BioAssay)
RBX1-CUL1 inh – human ROC1-CUL1 E3 ligase inhibition; inhibition, % at 10 µM; hit rate 0.6% among 140,000; in vitro K48 di-Ub FRET, acceptor:donor ratio, 45 min; AID 1347404; in the data active = inhibition above about 25%
Target sequence (P62877 whole entry, looked up): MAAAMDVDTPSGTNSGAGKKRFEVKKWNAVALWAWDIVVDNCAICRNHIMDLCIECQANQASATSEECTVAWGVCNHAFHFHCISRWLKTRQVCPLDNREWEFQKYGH
Target sequence (Q13616 whole entry, looked up): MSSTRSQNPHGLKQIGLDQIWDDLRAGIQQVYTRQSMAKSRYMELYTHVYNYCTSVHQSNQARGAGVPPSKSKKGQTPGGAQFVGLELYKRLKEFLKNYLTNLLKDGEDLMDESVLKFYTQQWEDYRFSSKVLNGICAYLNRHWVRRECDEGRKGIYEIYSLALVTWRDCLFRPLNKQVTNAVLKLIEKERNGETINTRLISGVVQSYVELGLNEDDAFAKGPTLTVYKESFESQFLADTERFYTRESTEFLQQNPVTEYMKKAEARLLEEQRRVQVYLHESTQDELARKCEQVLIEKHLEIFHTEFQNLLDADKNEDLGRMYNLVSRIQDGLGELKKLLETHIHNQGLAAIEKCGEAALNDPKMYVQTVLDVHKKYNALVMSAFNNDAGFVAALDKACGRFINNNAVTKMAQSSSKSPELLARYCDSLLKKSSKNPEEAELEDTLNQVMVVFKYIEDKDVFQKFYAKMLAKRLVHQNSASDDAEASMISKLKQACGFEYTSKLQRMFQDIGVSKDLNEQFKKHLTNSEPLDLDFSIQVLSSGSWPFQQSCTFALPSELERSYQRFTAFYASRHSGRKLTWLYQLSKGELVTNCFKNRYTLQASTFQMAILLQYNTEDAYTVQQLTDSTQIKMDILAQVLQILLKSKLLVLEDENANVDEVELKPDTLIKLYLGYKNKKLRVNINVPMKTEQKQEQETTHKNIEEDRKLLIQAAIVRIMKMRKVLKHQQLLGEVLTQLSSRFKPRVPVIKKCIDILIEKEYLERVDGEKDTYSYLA
An asterisk follows results filed as active; & = joins results of further samples. The list is partial; rates above refer to the full screens.

RBX1-CUL1 inh	SMILES
3	O=C(CSc1nnc(-c2ccc([N+](=O)[O-])cc2)o1)Nc1ccccc1
4	CCCCCCCCCCC1(O)OC(=O)c2ccccc21 (stereo not drawn)
1	Cc1cccc(C(=O)Nc2ccc(I)cc2C(=O)N2CCCCC2C)c1 (stereo not drawn)
1	Cc1ccc(OCC(=O)Nc2nc(-c3ccccc3)c(C)s2)cc1C
6	COc1cc(CC2=NC(=S)NC2=O)c(Cl)cc1O
-5	CC(C)Oc1ccc(C(=O)Nc2ccc3oc(-c4ccncc4)nc3c2)cc1
3	CC(=O)Nc1ccc([N+](=O)[O-])c(N)c1
2	O=C(NCc1ccccc1Cl)c1cc(=O)[nH]c2ccc(S(=O)(=O)N3CCCCC3)cc12
-3	CCOc1cc(C2c3c(n[nH]c3-c3ccc(C4CCCCC4)cc3)OC(=N)C2C#N)cc(Br)c1O (stereo not drawn)
-4	CCO[C@H]1[C@H](NC(=O)c2cccnc2)c2ccccc2C12CCN(C(=O)c1cc3ccccc3[nH]1)CC2
7	COc1ccc2c(c1)CC(C(=O)NCCN1CCN(c3cccc(C)c3C)CC1)CO2 (stereo not drawn)
10	CCOC(=O)NC(Nc1cccnc1Cl)(C(F)(F)F)C(F)(F)F
-3	Nc1c(C(=O)Nc2ccc(Cl)cc2)sc2ncccc12
0	COc1ccc(CCNC(=O)Cc2c(C)c3c(cc(C)c4c(C)coc43)oc2=O)cc1
-2	COc1ccc(C(=O)N2CC[C@@H]3CCCC[C@H]3C2)cc1OC1CCN(C(C)C)CC1
-1	Cc1cc(Oc2ccc(C)c(Cl)c2)nc(SCC(=O)c2ccccc2)n1
-7	CCCc1nn2c(=O)cc(COC(=O)c3ccc(NC(=O)C(C)Oc4ccccc4)cc3)nc2s1 (stereo not drawn)
-5	O=C(Nc1n[nH]c(=O)s1)c1ccccc1
-1	C=CCN(CC=C)C(=S)Oc1ccc(-c2ccccc2)cc1
-3	Clc1ccc(OCCN2CCNCC2)c2ccccc12
-1	COc1ccc(-c2cc(-c3ccc(C)cc3)nc3sc(C(=O)Nc4ccc(Oc5ccccc5)cc4)c(N)c23)cc1OC
5	Cc1c(NS(C)(=O)=O)cccc1C(=O)NC1CCCC1
-5	CN1C(=O)C(=Cc2ccc(Sc3ccc(Cl)cc3)s2)C(=O)N(C)C1=S
-2	Oc1c(N=Nc2ccc(Cl)cc2)sc2nc(-c3ccccc3)c(-c3ccccc3)n12
-3	CCc1ccc(NC(=O)CSc2c(-c3ccccc3)c3cc(Cl)ccc3[nH]c2=O)cc1
2	COc1ccc(OC)c(NC(=O)c2cc3cc4ccc(C)cc4nc3s2)c1
-3	O=C(c1ccc(NC(=O)c2cc(F)c(F)cc2Cl)cc1)c1cccs1
8	CCC(=O)Nc1cc(C)c(O)c(-c2nc3ncccc3o2)c1
-6	C=CCn1c(SCCC)nc2sc3c(c2c1=O)CCCC3
4	O=C(c1ccc2c(c1)N(Cc1ccccc1F)C(=O)c1ccccc1S2(=O)=O)N1CCOCC1
-11	COc1ccc(-c2cc(-c3ccc(C)cc3)nc3sc(C(=O)Nc4ccc(F)cc4)c(N)c23)cc1OC
1	O=C(Cn1cnc2ccccc2c1=O)Nc1ccc2c(c1)oc1ccccc12
-3	CC(C)c1cnc2c(c1SCc1ccc([N+](=O)[O-])cc1)c(=O)n(C)c(=O)n2C
-1	Cc1sc2ncn(N)c(=O)c2c1-c1ccccc1
9	CCc1nc(C)c(C(=O)NC2CCCN(C3CCN(C)CC3)C2)o1 (stereo not drawn)
3	O=C(CN1C(=O)C2CCCCN2c2ccc(C(=O)N3CCCC3)cc21)NCc1cccc(Cl)c1 (stereo not drawn)
0	CCNc1nc(N2CCCCC2)nc(-n2nnc(C(C)=O)c2C)n1
-5	CC1CCCCN1Cc1c(O)ccc2c(=O)c(-c3cccc4ccccc34)c(C(F)(F)F)oc12 (stereo not drawn)
-1	O=C(Nc1cccnc1)c1ccc(Br)cc1Br
-3	CC(=O)Nc1ccc(NC(=O)c2ccc(COc3ccc(Cl)cc3Cl)cc2)cc1
-1	Brc1cccc(CNCC2CCNCC2)c1
2	O=c1c(Cl)c(N(Cc2ccccc2)/N=C/c2ccccc2)cnn1Cc1ccccc1
-5	CCC1CCc2nc3sc(C(=O)Nc4ccccc4Br)c(N)c3cc2C1 (stereo not drawn)
-13	CN1c2ccccc2C(=O)C2C=CC=CC21 (stereo not drawn)
-8	CCCCCCSC1=NC(C)=C(C(=O)Nc2ccccc2)C(c2ccoc2)C1C#N (stereo not drawn)
2	COC(=O)C1CCCCN1C(=O)c1c(OC)cc(=O)n2c1CCN(Cc1cc3ccccc3o1)CC2 (stereo not drawn)
4	Cc1ccc(NC(=O)CSc2ccc(-c3ccccn3)nn2)cc1F
9	Cc1ccccc1-c1cc2c(c(OCC3CCOC3)c1)OCCN(Cc1cccc3cccnc13)C2 (stereo not drawn)
3	COc1ccc(N2CCN(S(=O)(=O)CCNC(=O)C3CC(=O)N(c4ccccc4)C3)CC2)cc1 (stereo not drawn)
5	Cc1ccc(NC(=O)Cn2cc(C(=O)c3cccs3)c3ccccc32)cc1C

(cont.)
RBX1-CUL1 inh	SMILES
-10	CC(=O)C1C(=N)N=C(c2ccccc2)OC1=O (stereo not drawn)
-6	O=C(OCC1OC(n2cnc3c(=S)nc[nH]c32)C(OC(=O)c2ccccc2)C1OC(=O)c1ccccc1)c1ccccc1 (stereo not drawn)
0	Cc1cccc(C(=O)N2CCN(S(=O)(=O)c3ccc(Cl)s3)CC2)c1
0	COC(=O)Cc1ccc2c(c1)Sc1ccc(CC(=O)OC)cc1N2C
22	O=C(/C=C/Sc1ccccn1)c1cccs1
5	C=C(C)Cn1c(=O)c2c(nc3n2CCN3c2cc(C)cc(C)c2)n(C)c1=O
-3	CCOc1ccc2nc(N3CCCC(C(=O)NCCc4ccc(SC)cc4)C3)sc2c1 (stereo not drawn)
-10	CCc1ccc(C2CC(=O)c3c([nH]c(C(=O)OCc4ccc(C)cc4)c3C)C2)cc1 (stereo not drawn)
-3	CCOC(=O)c1c(NC(=O)/C=C/c2ccc(C)cc2)sc2c1CCCC2
5	COCCNC(=O)c1cccc(OC2CCN(C(C)CCC(=O)OC)CC2)c1 (stereo not drawn)
-2	N#CCc1nsc2ccc(N)cc12
0	COc1ccc(S(=O)(=O)n2nc(C)c(S(=O)(=O)N3CCC(C)CC3)c2C)cc1OC
7	CCN1CCN(C(c2cccc(F)c2)C2C(=O)C=C(C)N(CCOC)C2=O)CC1 (stereo not drawn)
4	CC(=O)Nc1ccc(Nc2nc3c(S(=O)(=O)c4cccc(Cl)c4)nnn3c3ccsc23)cc1
-9	COc1ccc(C(=O)C2C(=O)C(=O)N(CCCn3ccnc3)C2c2ccccn2)cc1 (stereo not drawn)
3	COc1ccc(-n2c(C)cc(C(=O)CSc3nnc4sc5ccccc5n34)c2C)cc1
12	Nn1c(=S)[nH]c2sc3c(c2c1=O)CCCC3
-5	Cc1[nH]cnc1CN1CCCC1C(=O)Nc1ccccc1Oc1cccnc1 (stereo not drawn)
-2	COc1ccc(NC(=O)Cn2cnc3sc(C)c(S(=O)(=O)N4CCN(C)CC4)c3c2=O)cc1OC
5	Cc1cc(S(=O)(=O)Nc2ccccc2C)ccc1F
-9	Cc1ccc(CNC(=O)CCCCn2c(=O)c3ccccc3n(Cc3ccc(Cl)cc3)c2=O)cc1
-5	Cc1ccc(Oc2nc3c(c(=O)n(Cc4ccc(Cl)cc4)c(=O)n3C)n2Cc2ccc(Cl)cc2)cc1C
1	Cc1ccc(OCC(=O)Nc2nc(-c3ccccc3)cs2)cc1C
15	COc1ccc(-n2c(C)cc(SC)c(C(C)=O)c2=S)cc1
6	O=C(O)CCCN1C(=O)c2cccc3cccc(c23)C1=O
-6&-7	COc1cccc(-c2ccc3c(N)c(C(=O)Nc4ccc(C)c(F)c4)sc3n2)c1
8	O=C(NCCCN1CCCCC1)c1[nH]c2ccccc2c1Sc1ccc(Cl)cc1
-4	Cc1ccc(CNC(=O)C2CCCN(c3nn4cc(-c5ccc(C)cc5)nc4s3)C2)cc1 (stereo not drawn)
7	Cc1ccc(NS(=O)(=O)c2ccc(I)cc2)cc1
-7	CC(C)c1ccc(NC(=O)Cn2cc(S(=O)(=O)Cc3cccc(Cl)c3)c3ccccc32)cc1
5	O=C1NC(C(F)(F)F)(C(F)(F)F)N=C2Sc3ccccc3N12
5	CN1CCc2c(sc3c2C(=O)NC(c2ccccc2F)N3)C1 (stereo not drawn)
2	CCN(Cc1ccncc1)Cc1nc(-c2cc(OC)ccc2F)oc1C
10	CCN1CC(CN(C)Cc2nc(Cc3ccccc3)no2)CC1=O (stereo not drawn)
-4	CN1C(=O)C(C(=O)c2ccccc2Cl)C(=O)c2ccccc21 (stereo not drawn)
-10	CC1CCN(S(=O)(=O)c2ccc3c(c2)CCN3C(=O)Nc2ccc(Br)cc2)CC1
-1	CC1(C)OC2OC(C(O)CO)C(OC(=O)c3ccccc3)C2O1 (stereo not drawn)
-5	COc1ccc(C2C3C(=O)CC(c4cccs4)CC3=Nc3ccccc3N2C(=O)Nc2ccc(Cl)c(Cl)c2)cc1 (stereo not drawn)
-3	O=C(CCCn1c(=O)[nH]c2ccc(Br)cc2c1=O)N1CCN(c2cccc(Cl)c2)CC1
-11	N#CSCC(=O)N1c2ccccc2Sc2ccc(C(F)(F)F)cc21
-14	N#CCC(=O)NC1CCCCCC1
-4	CCC(=O)N1CCc2cc(S(=O)(=O)N(C)c3cccc(C)c3)ccc21
5	O=C(CN1CCCCC1)Nc1ccc(Br)cc1F
-1	Cc1nn(Cc2n[nH]c(=S)n2Cc2ccccc2)c(C)c1Cl
0	CCCOc1ccc([C@@H]2[C@H]3CN(C(C)C)CC=C3C(C#N)C(=N)C2(C#N)C#N)cc1OCC (stereo partly drawn)
2	O=C(N=C(C(=O)N1CCOCC1)C(SCc1ccccc1)c1ccccc1)c1ccccc1 (stereo not drawn)
-2	O=C(CCc1ccccc1)N(Cc1cccnc1)c1nc2ccc(F)cc2s1
-1	CCOC(=O)c1cccc(NS(=O)(=O)c2ccc(-c3cnc(C4CC4)o3)cc2)c1
-3	CC(C)CCCC(C)C1CCC2C3CC[C@H]4CCC5CC4(CO5)C3CCC12C (stereo partly drawn)
4	O=c1[nH]c(-c2ccccc2)nc(O)c1-c1ccccc1

A different layout for 21 compounds above:
mol	RBX1-CUL1 inh
CC(C)c1ccc(NC(=O)Cn2cc(S(=O)(=O)Cc3cccc(Cl)c3)c3ccccc32)cc1	-7
O=C1NC(C(F)(F)F)(C(F)(F)F)N=C2Sc3ccccc3N12	5
CN1CCc2c(sc3c2C(=O)NC(c2ccccc2F)N3)C1 (stereo not drawn)	5
CCN(Cc1ccncc1)Cc1nc(-c2cc(OC)ccc2F)oc1C	2
CCN1CC(CN(C)Cc2nc(Cc3ccccc3)no2)CC1=O (stereo not drawn)	10
CN1C(=O)C(C(=O)c2ccccc2Cl)C(=O)c2ccccc21 (stereo not drawn)	-4
CC1CCN(S(=O)(=O)c2ccc3c(c2)CCN3C(=O)Nc2ccc(Br)cc2)CC1	-10
CC1(C)OC2OC(C(O)CO)C(OC(=O)c3ccccc3)C2O1 (stereo not drawn)	-1
COc1ccc(C2C3C(=O)CC(c4cccs4)CC3=Nc3ccccc3N2C(=O)Nc2ccc(Cl)c(Cl)c2)cc1 (stereo not drawn)	-5
O=C(CCCn1c(=O)[nH]c2ccc(Br)cc2c1=O)N1CCN(c2cccc(Cl)c2)CC1	-3
N#CSCC(=O)N1c2ccccc2Sc2ccc(C(F)(F)F)cc21	-11
N#CCC(=O)NC1CCCCCC1	-14
CCC(=O)N1CCc2cc(S(=O)(=O)N(C)c3cccc(C)c3)ccc21	-4
O=C(CN1CCCCC1)Nc1ccc(Br)cc1F	5
Cc1nn(Cc2n[nH]c(=S)n2Cc2ccccc2)c(C)c1Cl	-1
CCCOc1ccc([C@@H]2[C@H]3CN(C(C)C)CC=C3C(C#N)C(=N)C2(C#N)C#N)cc1OCC (stereo partly drawn)	0
O=C(N=C(C(=O)N1CCOCC1)C(SCc1ccccc1)c1ccccc1)c1ccccc1 (stereo not drawn)	2
O=C(CCc1ccccc1)N(Cc1cccnc1)c1nc2ccc(F)cc2s1	-2
CCOC(=O)c1cccc(NS(=O)(=O)c2ccc(-c3cnc(C4CC4)o3)cc2)c1	-1
CC(C)CCCC(C)C1CCC2C3CC[C@H]4CCC5CC4(CO5)C3CCC12C (stereo partly drawn)	-3
O=c1[nH]c(-c2ccccc2)nc(O)c1-c1ccccc1	4

The listing continues.
RBX1-CUL1 inh	SMILES
1	COC(=O)C(NC(=O)COc1ccccc1)(Nc1ccccn1)C(F)(F)F (stereo not drawn)
2	Cc1ccc(CNC(=O)C2CCN(S(=O)(=O)c3cccc4nonc34)CC2)cc1
0	BrCC=C1c2ccccc2CCc2ccccc21
1	CCc1nc(SCC(=O)Nc2ccc(NC(C)=O)cc2)n[nH]1
5	Cc1cc(C)n(CCNC2CCN(c3ccc(C(=O)N4CCOCC4)cc3)CC2)n1
7	CC1(C)OC(c2ccccc2)=NC1=O
11	CCCCOc1ccc(C(=O)Nc2ccc(-c3nc4ccc(C)cc4o3)cc2)cc1
1	COc1ccc(-c2coc3c2c(C)cc2oc(=O)c(CC(=O)O)c(C)c23)cc1
-5	COCCN1CCN(Cc2ccc(C(=O)NC(C)C)cc2)C(=O)C1=O
3	Cc1cc(C)n2[nH]c(=O)c(N=Nc3cccc(C(F)(F)F)c3)c2n1
4	OCCCN1CCN(CCOc2ccccc2-c2ccccc2)CC1
5	COCCCN1C(=O)C(=O)C(C(=O)c2ccc3c(c2)OCCO3)C1c1ccc(OCCC(C)C)c(OC)c1 (stereo not drawn)
6	CN1C(=O)C(C(=O)NC(C)(C)C)C(=O)c2ccccc21 (stereo not drawn)
-3	O=C(NCn1nnc2ccccc21)c1ccccc1
11	COc1cccc(CCC2CCCN(C(=O)CCN3CCCCC3=O)C2)c1 (stereo not drawn)
-1	CN(C)S(=O)(=O)c1ccc(C(=O)Nc2ccc(C(=O)c3cccs3)cc2)cc1
-6	CCC(=O)N1CCc2cc(OC)c(OC)cc2C1COc1ccc2c(C)cc(=O)oc2c1 (stereo not drawn)
3	O=C(CSc1n[nH]c(-c2cnccn2)n1)Nc1c(Cl)cccc1Cl
-7	CC(=O)Nc1ccc(Oc2cccc(C#N)c2C#N)cc1
4	Nc1snc2c(Br)cc(Br)cc12
-4	COc1ccccc1C(=O)Nc1c(C(=O)N(C)c2ccccc2)sc2nc(C)cc(C)c12
11	CC(C)CC(C)NS(=O)(=O)c1ccccc1 (stereo not drawn)
